# Bioassay records deposited in PubChem by Broad Institute.
# miR122 inh: blocks miR-122 activity in Huh7 sensor cells. Huh7 miR-122 Renilla luciferase sensor, 48 h; neutral wells = 0, positive control = 100. activation (reporter increase), % at 12.5 µM. 340,000 tested, 0.3% active. AID 602342;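 active = mean replicate activation score at least 90 and every replicate individually at or above 90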;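 note: higher luciferase means less miR-122 activity so hits act as miR-122 inhibitors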
# PGC1a acetyl inh: modulators of PGC1a acetylation; U2OS PGC1a acetylation, AlphaScreen anti-acetyl-lysine; with virally co-expressed GCN5 acetyltransferase; inhibition, % at 15.6 µM; 350,000 tested, 0.17% active;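 active = every replicate shows inhibition of at least 40%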;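 note: 0% = neutral control wells and 100% = positive control wells; some results beyond the cut were filed as inactive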
# FN deposit inh: fibronectin deposition inhibition; inhibition, % at 12.6 µM; AH1F fibroblasts, Alexa488-fibronectin deposition fluorescence, overnight; 350,000 tested, 0.086% active;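 active = mean inhibition across replicates of 30% or more, regardless of how many single replicates reach that level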;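 note: positive control wells lacked labelled fibronectin entirely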
#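 material = AH1F fibroblast monolayer depositing Alexa488-labelled fibronectin into matrix | amount = 10000 AH1F cells/well | buffer or medium = DMEM plus 2% serum, read in PBS | incubation = 1 h cell adhesion before compound, then overnight fibronectin incubation | detection = fluorescence at 485 nm excitation, 525 nm emission | evaluation = percent inhibition as loss of matrix-bound fibronectin fluorescence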
# PAX8 inh HTS: inhibitors of PAX8 transcriptional activity in RMG-I cells; RMG-I TPO-luciferase reporter, SteadyGlo, 24 h; inhibition, % at 12.6 µM; 360,000 tested, 1.2% active; AID 652154;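 active = mean replicate inhibition at least 60% with every replicate also reaching 60%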;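 note: luciferase light reporting Pax8 driven TPO promoter activity; plate controls were median of neutral control wells for no effect and mitoxantrone controls for full effect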
# Cneo AK release: Cryptococcus neoformans lysis via adenylate kinase release | lysis activity, % at 15 µM | C. neoformans lysis, adenylate kinase release luminescence, 4 h; normalised: neutral wells 0, clomiphene wells 100 | 360,000 tested, 0.2% active;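 active = mean lysis activity across replicates of at least 80%, whatever share of replicates individually reach that level; inactive = mean lysis activity below 80%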
#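 Material: C. neoformans cells; Schedule: 4 h static compound exposure, 37 °C, read 1 h post-reagent; Measured by: adenylate kinase release luminescence; Read-out: signal increase indicating cell lysis; Controls: Clomiphene as positive lysis control.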
# EWS-Fli block: EWS/Fli transcriptional activity inhibition. 350,000 tested, 0.67% active. AID 651661. A673 NR0B1-luciferase reporter, viability-normalised. inhibition, % at 12.6 µM;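 active = mean inhibition of at least 50% after viability correction, with every replicate also passing that limit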;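 note: firefly luciferase signal divided by Alamar Blue viability fluorescence both relative to DMSO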
# CASP6 VEID inh: caspase-6 (human) enzyme inhibition | P55212 | purified caspase-6, Z-VEID-R110 cleavage fluorescence | inhibition, % at 12.5 µM | 350,000 tested, 0.53% active;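 active = mean inhibition across replicates at least about 35%, with every replicate also reaching that limit, limit read from the data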;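 note: 0% = median of neutral control wells and 100% = no fluorescence left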
# Target sequence (P55212 24-179 limits assumed): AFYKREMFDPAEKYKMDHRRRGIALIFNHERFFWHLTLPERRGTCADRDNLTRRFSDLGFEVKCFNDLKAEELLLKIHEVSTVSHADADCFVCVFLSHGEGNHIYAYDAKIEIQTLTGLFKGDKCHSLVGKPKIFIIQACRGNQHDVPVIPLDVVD
# Target sequence (P55212 194-293 limits assumed): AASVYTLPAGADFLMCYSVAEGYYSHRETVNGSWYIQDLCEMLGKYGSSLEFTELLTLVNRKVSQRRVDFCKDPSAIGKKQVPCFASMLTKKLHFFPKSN
# LGR2 antag: blocks bursicon-induced cAMP signaling via Drosophila LGR2; inhibition, % at 9.99 µM; HEK293 LGR2, CRE-luciferase, bursicon-stimulated, 4 h; 380,000 tested, 0.35% active; AID 720647;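 active = drop in luminescence signal, shown as inhibition above about 50% in the replicate tests, limit read from the data, passing the limit was not always enough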;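 note: agonist challenge used bursicon conditioned medium at about half maximal strength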
# * = called active by the depositor; . = no result given; [ ] = another dose, or the depositor's remark.
# Value order: miR122 inh	PGC1a acetyl inh	FN deposit inh	PAX8 inh HTS	Cneo AK release	EWS-Fli block	CASP6 VEID inh	LGR2 antag
- Cc1cccc(C(=O)NCC(=O)N(C)Cc2nc3ccccc3c(=O)[nH]2)c1
    1	8	-2	15	-1	-3	1	-16
- O=C(COC(=O)/C=C/c1ccc([N+](=O)[O-])cc1)NC1CCCCC1
    -4	4	-6	-9	-2	0	-1	-10
- O=C(CCCCCn1c(SCC(=O)c2ccccc2)nc2ccccc2c1=O)NCc1ccco1
    -4	.	-1	25	0	.	.	.
- COc1ccccc1CNC(=O)C[C@H]1CC[C@H]2[C@@H](COC[C@H](O)CN2C(=O)Nc2ccc(F)cc2)O1
    -2[16.7 µM]	1	-3	-4	3	-12	3	-17
- CCCc1cn(CC[C@@H]2CC[C@H](NC(=O)Nc3ccccc3F)[C@H](CO)O2)nn1
    -9[16.7 µM]	3	-1	3	7	4	-3	10
- O=C(C1CCC1)N1CC(=O)N2[C@H](CO)[C@@H](c3ccc(C#Cc4cccc(F)c4)cc3)[C@@H]2C1
    .	-12	8	5	.	2	1	-4
- O=C(C[C@@H]1CC[C@@H]2[C@H](COC[C@H](O)CN2Cc2ccccc2)O1)N[C@@H]1CCN(Cc2ccccc2)C1
    -3[16.7 µM]	-15	-2	10	7	-5	1	-2
- COc1ccc(S(=O)(=O)N(C)C[C@@H]2Oc3ccc(NC(=O)Cc4ccccc4)cc3CC(=O)N([C@H](C)CO)C[C@@H]2C)cc1
    -2[16.7 µM]	-2	3	9	0	1	0	8
- C[C@H]1CN([C@@H](C)CO)C(=O)Cc2cc(NC(=O)Cn3cnnn3)ccc2O[C@@H]1CN(C)S(=O)(=O)c1ccccc1
    10[16.7 µM]	7	.	-3	1	-1	0	-3
- C=CCOc1ccc(Br)cc1/C=C1/SC(=Nc2ccc(C(=O)O)cc2)NC1=O
    .	.	-4	-6	.	-21	6	-5
- Cc1ccccc1NC(=S)N1CCN(Cc2ccc3c(c2)OCO3)CC1
    -8	-4	2	6	-1	.	.	-9
- COc1ccc(Sc2nnc(Cc3ccccc3)c3ccccc23)cc1
    4	8	-1	.	-1	.	.	8
- COc1cc2c(cc1OC)C(c1cccs1)N(C(=O)c1cccnc1)CC2 (configuration not stated)
    14	-7	4	19	0	37	2	-13
- COC(=O)c1c(NC(=O)CSc2nc3ccccc3c(=O)n2-c2ccccc2)sc(C)c1C
    .	.	5	0	.	20	-2	1
- O=C(c1cccc(C(F)(F)F)c1)C1CCCN(C(=O)Cn2cncn2)C1 (configuration not stated)
    -1	-2	5	-14	0	.	-2	-11
- COC(=O)c1oc2nc(C)cc(C)c2c1N
    -4	7	-5	18	0	.	.	.
- CN(C)CCNC(=O)c1ccc(Cl)c2cc3ccccc3nc12
    .	.	-3	7	.	42	-27	87*
- CCOC(=O)C1=C(COC(=O)c2cc(S(=O)(=O)N(C)C)ccc2C)NC(=O)NC1C (configuration not stated)
    .	.	5	7	2	0	3	-17
- CC(C)Cc1ccc(CN2CCCC(NC(=O)CCn3cnnn3)C2)cc1 (configuration not stated)
    -3	.	-4	-4	4	1	-6	-2
- O=C(NC1CCCCC1)C(C1CC1)N1CCc2ccccc2C1 (configuration not stated)
    2	4	0	7	-1	0	-5	-8
- CC(=O)c1cccc(NC(=O)C(C)OC(=O)CCN=C2NS(=O)(=O)c3ccccc32)c1 (configuration not stated)
    -1	.	.	2	1	1	-1	4
- O=C(Nc1ccc(F)cc1)C(c1ccccc1OC(F)(F)F)N1CCN(C(=O)c2ccco2)CC1 (configuration not stated)
    .	.	18	-1	.	6	0	-13
- CCCc1cn(S(=O)(=O)c2ccc(OC)cc2OC)nc1N
    -3	5	-3	.	-2	.	-3	-14
- COc1ccc2c3c([nH]c2c1)[C@H](CO)N(Cc1cccc(Cl)c1)CC31CN(C(C)=O)C1
    .	19	.	-17	.	11	0	6
- COC(=O)Cc1c(C)nc2nc(NCc3cccc([N+](=O)[O-])c3)[nH]n2c1=O
    -6	2	-1	.	-1	.	.	10
- Cc1ccc(CCN2CC(C(=O)NC(C)C)CC2=O)cc1 (configuration not stated)
    .	0	6	6	0	-4	0	6
- O=C(C[C@H]1C[C@@H]2c3cc(NC(=O)CC4CC4)ccc3O[C@@H]2[C@H](CO)O1)NCc1ccccc1F
    0[16.7 µM]	-2	8	.	10	5	0	0
- C[C@H](CO)N1C[C@H](C)[C@@H](CN(C)Cc2ccc3c(c2)OCO3)OCCCC[C@H](C)Oc2ccc(NC(=O)Nc3ccc(F)cc3)cc2C1=O
    1[16.7 µM]	-5	.	23	12	10	0	7
- O=C(Cn1cnc(S(=O)(=O)N2CCCCC2)c1)Nc1ccc(OC(F)(F)F)cc1
    0	-4	6	7	2	.	0	0
- O=C(NC1CCCC1)C1CCN(C(=O)c2ccc(Cl)cc2)CC1
    .	.	2	-2	4	-5	-1	2
- O=C(CC(=O)Nc1ccccn1)Nc1ccccn1
    -17	-1	1	.	-1	.	.	.
- Cc1ccc(NC(=O)CSc2nc3ncc(Cl)cc3[nH]2)c(C)c1
    8	0	1	-3	0	7	-2	7
- O=C(CN1CCOCC1)N[C@H]1CC[C@@H](CCNC(=O)C2CCC2)O[C@@H]1CO
    -3[16.7 µM]	-7	-5	-2	-5	5	0	0
- COc1cccc(-c2cc(C(=O)N3N=C(C)CC3(O)C(F)F)c3ccccc3n2)c1 (configuration not stated)
    .	.	3	12	.	7	0	.
- COC(=O)c1ccccc1S(=O)(=O)N1CCn2cccc2C1C (configuration not stated)
    -9	.	3	10	0	-14	-1	-17
- C[C@@H]1CN([C@H](C)CO)C(=O)c2cc(Br)cnc2O[C@H]1CN(C)S(=O)(=O)c1ccccc1
    -2[16.7 µM]	10	.	.	-2	-10	-2	-4
- Cc1cc(Nc2ccc(F)cc2)c2ccccc2n1
    4	.	-10	21	-2	-2	1	-29
- CCCNC(=O)C1(C)CCN(C(=O)c2ccc(F)cc2Cl)C1 (configuration not stated)
    -1	-2	0	1	0	-9	0	-5
- CCOC(=O)C1=CNS(=O)(=O)NC1c1ccc(C#N)cc1 (configuration not stated)
    1	5	-5	2	0	-2	2	5
- COc1ccc(OC)c(C(c2nnnn2Cc2ccco2)N2CCN(C)CC2)c1 (configuration not stated)
    .	.	-1	-17	.	-4	-17	-6
- CCOc1ccc(C(C)=O)cc1COc1cccnc1[N+](=O)[O-]
    .	.	-1	19	-1	.	-2	14
- CC(=O)Nc1ccc2c(c1)C(=O)N(C)[C@H]1CC[C@H](CC(=O)Nc3cccc(Cl)c3)O[C@@H]1CO2
    -4[16.7 µM]	2	.	13	0	9	0	4
- O=C(Nc1ccccc1F)N[C@H]1CC[C@@H](CCNC(=O)C2CCOCC2)O[C@H]1CO
    .	-5	1	-12	-6	-10	1	15
- CCn1c(CSc2ncccn2)nnc1SCC(=O)N1CCCCC1
    -9	6	11	4	0	14	-5	-5
- O=C(C[C@@H]1CC[C@H]2[C@@H](COC[C@@H](O)CN2Cc2cccc(C(F)(F)F)c2)O1)NCc1ccc(F)cc1
    -13[16.7 µM]	-8	-1	98*	-6	28	-2	16
- O=C(CNc1ccc(Br)cc1)NC(=O)NC1CCCCC1
    20	-1	-1	-8	4	18	0	-10
- COc1cccc(CNC(=O)C[C@@H]2CC[C@H](NS(=O)(=O)c3ccccc3OC)[C@@H](CO)O2)c1
    .	4	.	-13	-2	2	0	13
- CC1CCCCN1C(=O)CSc1nc(-c2ccccc2)cc(=O)[nH]1 (configuration not stated)
    2	-14	-2	-14	2	.	.	.
- COC(=O)Nc1ccc2c(c1)OCO2
    -4	.	-4	-19	-5	.	.	.
- CCc1ccc(CCC(=O)Nc2nnc(CC)s2)o1
    5	6	6	.	1	.	.	19
- O=C(Nc1nnc(-c2ccc(Cl)s2)o1)C1CC1
    0	11	0	-1	.	-21	2	-37
- CC(NC(=O)COC(=O)C12CC3CC(CC(O)(C3)C1)C2)c1ccccc1 (configuration not stated)
    .	.	-8	-7	.	0	-1	-12
- O=C(NCc1ccccc1Cl)C1CCCN1C(=O)NCc1ccccc1 (configuration not stated)
    0	8	-9	6	-2	13	1	-1
- O=[N+]([O-])c1ccc(NN=C2CCCCC2)c([N+](=O)[O-])c1
    .	0	-10	-5	-1	3	-3	-18
- COC(=O)c1cc2c(c3c4ccccc4n(S(=O)(=O)c4cccc(C)c4)c13)C(=O)N(Cc1ccccc1OC)C2
    .	.	0	20	.	22	1	-1
- O=C(Nc1ccccc1C(=O)O)c1cncc(Br)c1
    -3	.	-11	-6	1	.	.	.

# 3 compounds already listed, sorted by the number in miR122 inh, rising.
Molecule	miR122 inh	PGC1a acetyl inh	CASP6 VEID inh	LGR2 antag
O=C(Nc1nnc(-c2ccc(Cl)s2)o1)C1CC1	0	11	2	-37
CCc1ccc(CCC(=O)Nc2nnc(CC)s2)o1	5	6	.	19
O=C(CNc1ccc(Br)cc1)NC(=O)NC1CCCCC1	20	-1	0	-10

# Part of the list above in order of number of heavy atoms, high to low:
# Value order: miR122 inh	PGC1a acetyl inh	FN deposit inh	PAX8 inh HTS	Cneo AK release	EWS-Fli block	CASP6 VEID inh	LGR2 antag
- C[C@H]1CN([C@@H](C)CO)C(=O)Cc2cc(NC(=O)Cn3cnnn3)ccc2O[C@@H]1CN(C)S(=O)(=O)c1ccccc1
    10[16.7 µM]	7	.	-3	1	-1	0	-3
- O=C(C[C@@H]1CC[C@H]2[C@@H](COC[C@@H](O)CN2Cc2cccc(C(F)(F)F)c2)O1)NCc1ccc(F)cc1
    -13[16.7 µM]	-8	-1	98*	-6	28	-2	16
- COC(=O)c1c(NC(=O)CSc2nc3ccccc3c(=O)n2-c2ccccc2)sc(C)c1C
    .	.	5	0	.	20	-2	1
- COc1ccc2c3c([nH]c2c1)[C@H](CO)N(Cc1cccc(Cl)c1)CC31CN(C(C)=O)C1
    .	19	.	-17	.	11	0	6
- CCOC(=O)C1=C(COC(=O)c2cc(S(=O)(=O)N(C)C)ccc2C)NC(=O)NC1C (configuration not stated)
    .	.	5	7	2	0	3	-17
- COc1ccc(OC)c(C(c2nnnn2Cc2ccco2)N2CCN(C)CC2)c1 (configuration not stated)
    .	.	-1	-17	.	-4	-17	-6
- C=CCOc1ccc(Br)cc1/C=C1/SC(=Nc2ccc(C(=O)O)cc2)NC1=O
    .	.	-4	-6	.	-21	6	-5
- Cc1cccc(C(=O)NCC(=O)N(C)Cc2nc3ccccc3c(=O)[nH]2)c1
    1	8	-2	15	-1	-3	1	-16
- CC(NC(=O)COC(=O)C12CC3CC(CC(O)(C3)C1)C2)c1ccccc1 (configuration not stated)
    .	.	-8	-7	.	0	-1	-12
- O=C(COC(=O)/C=C/c1ccc([N+](=O)[O-])cc1)NC1CCCCC1
    -4	4	-6	-9	-2	0	-1	-10
- CCOc1ccc(C(C)=O)cc1COc1cccnc1[N+](=O)[O-]
    .	.	-1	19	-1	.	-2	14
- Cc1ccc(CCN2CC(C(=O)NC(C)C)CC2=O)cc1 (configuration not stated)
    .	0	6	6	0	-4	0	6
- O=[N+]([O-])c1ccc(NN=C2CCCCC2)c([N+](=O)[O-])c1
    .	0	-10	-5	-1	3	-3	-18
- O=C(CC(=O)Nc1ccccn1)Nc1ccccn1
    -17	-1	1	.	-1	.	.	.
- O=C(Nc1nnc(-c2ccc(Cl)s2)o1)C1CC1
    0	11	0	-1	.	-21	2	-37
